# KCNQ1 pot: potentiators or activators of human KCNQ1 potassium channel. P51787. CHO-K1 KCNQ1, thallium flux FluxOR fluorescence; hits give high values. B-score at 10 µM. actives 0.35% (n = 310,000). AID 2648;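 active means fluorescence ratio B-score, a plate-corrected score, at least three library SD, with initial intensity B-score within 5 SD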
# Target sequence (P51787 whole entry, looked up): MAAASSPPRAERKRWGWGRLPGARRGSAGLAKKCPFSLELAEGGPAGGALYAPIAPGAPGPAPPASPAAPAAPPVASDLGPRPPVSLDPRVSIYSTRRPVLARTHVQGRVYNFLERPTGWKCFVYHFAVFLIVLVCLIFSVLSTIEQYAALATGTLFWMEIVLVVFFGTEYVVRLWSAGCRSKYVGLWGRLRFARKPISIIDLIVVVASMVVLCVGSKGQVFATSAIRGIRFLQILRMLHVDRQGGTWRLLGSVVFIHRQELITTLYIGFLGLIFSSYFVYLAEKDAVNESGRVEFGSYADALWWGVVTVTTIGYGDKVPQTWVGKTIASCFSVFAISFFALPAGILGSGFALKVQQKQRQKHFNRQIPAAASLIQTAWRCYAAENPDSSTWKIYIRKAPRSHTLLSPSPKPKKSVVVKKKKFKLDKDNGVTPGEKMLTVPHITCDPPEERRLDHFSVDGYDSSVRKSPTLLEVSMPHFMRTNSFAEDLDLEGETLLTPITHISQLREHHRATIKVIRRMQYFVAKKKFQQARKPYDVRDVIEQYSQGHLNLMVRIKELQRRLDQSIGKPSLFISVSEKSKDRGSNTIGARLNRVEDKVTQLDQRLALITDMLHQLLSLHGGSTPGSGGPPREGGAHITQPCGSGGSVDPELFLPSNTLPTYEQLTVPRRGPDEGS
#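 Test system: CHO-K1 cells stably expressing KCNQ1 / Medium: assay buffer / Also added: depolarizing K+/Tl+ stimulus, K2SO4 and Tl2SO4 each 12.5 mM in 5x stock / Incubation: 90 min dye loading and 20 min compound exposure, both at room temperature / Signal: thallium influx via FluxOR fluorescence, kinetic imaging / Evaluation: B score of baseline-normalized fluorescence ratio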
# RGS4 pot: potentiators or activators of RGS4; HEK293 M3R/inducible RGS4, carbachol calcium flux Fluo4; hits give low values; B-score at 10 µM; actives 0.92% (n = 310,000); AID 463111;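 active means B-score of the integrated calcium signal more than 4 SD below the library mean, with starting fluorescence not abnormally high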;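 further: negative B-score means reduced calcium response which marks RGS4 activation or potentiation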
#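 System – HEK293 FlpIn-TREx cells, stable M3R, doxycycline-inducible RGS4 · Reagent – ECmax carbachol challenge · Times – compound preincubation 20 min at room temperature before agonist · Technique – Fluo4 fluorescence kinetic imaging of calcium · Measure – B score of integrated Fluo4 ratio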
# TMEM16A act: activates or potentiates the mouse TMEM16A chloride channel; HEK293 TMEM16A/YFP-H148Q/I152L, iodide quench fluorescence; hits give low values; Q8BHY3; B-score at 10 µM; actives 0.3% (n = 340,000);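 active means fluorescence-ratio B-score plate-corrected deviation score at least 3 library SD below zero, with starting fluorescence score within 5 deviations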;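 further: channel opened by trigger with iodide after compound preincubation; score built on the fluorescence ratio of max minus min over baseline; more negative score means more quench and so TMEM16A activation or potentiation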
# RGS4 inh: inhibitors of human RGS4; P49798; HEK293 M3R/RGS4 inducible, Fluo-4 calcium flux; hits give high values; triggered by carbachol at its EC20; B-score at 10 µM; actives 0.45% (n = 310,000);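 active means B-score, a plate-corrected calcium signal, over three deviations above library mean, with baseline fluorescence within five deviations of library mean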;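 further: RGS4 expression induced by doxycycline in cells with stable M3 receptor; B-score is computed from the integrated fluorescence ratio over baseline after carbachol; higher B-score means a larger calcium signal and so more RGS4 inhibition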
# Target sequence (P49798 whole entry, looked up): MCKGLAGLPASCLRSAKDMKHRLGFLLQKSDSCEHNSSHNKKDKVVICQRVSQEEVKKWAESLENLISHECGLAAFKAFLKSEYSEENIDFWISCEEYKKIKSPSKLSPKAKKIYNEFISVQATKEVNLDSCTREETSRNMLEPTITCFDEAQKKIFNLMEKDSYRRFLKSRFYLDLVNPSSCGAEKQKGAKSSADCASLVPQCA
# ANO1 block: blocks the mouse calcium-activated chloride channel TMEM16A; HEK293 TMEM16A/YFP iodide influx fluorescence, ionomycin; normalized B-score (activity score, 25-100; higher = stronger inhibition) at 10 µM; actives 1.2% (n = 310,000); AID 588511;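 active means ratio plate-corrected score three or more library SD toward inhibition, starting fluorescence score within five deviations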;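 further: score derived from kinetic fluorescence span divided by baseline fluorescence per well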
# KCNK3 inh: human KCNK3 channel inhibition, primary screen. O14649. CHO-KCNK3 thallium flux, FluxOR fluorescence; hits give low values. actives 0.84% (n = 340,000). B-score at 10 µM;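 active means B-score under library mean minus 4 SD, starting fluorescence ratio at most library mean plus 5 SD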;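 further: more negative B-score means stronger inhibition of thallium flux through KCNK3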
# KCNQ1 block: human KCNQ1 channel inhibition. B-score at 10 µM. actives 1.3% (n = 310,000). CHO-K1 KCNQ1, FluxOR thallium flux fluorescence; hits give high values. P51787;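 active means compounds whose thallium flux B-score, printed positive for inhibition, exceeds three library SD while starting fluorescence stays within three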;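 further: channel opened by potassium depolarization with thallium stimulus after 20 min compound exposure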
# HDAC3 inh: blocks human histone deacetylase 3. recombinant HDAC3, fluorogenic peptide/trypsin coupled, fluorescence. inhibition, % at 8.3 µM. actives 0.15% (n = 320,000). AID 2718; in the data active means inhibition above about 26%, passing the limit was not always enough
# hERG rescue: compounds protecting human hERG from proarrhythmic drug block | Q12809 | CHO-hERG, FluxOR thallium flux, dofetilide IC70 present | activation (rescue from dofetilide block), less the hit threshold, % at 10 µM | actives 0.51% (n = 310,000);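 active means activation above the mean of controls blocked by dofetilide plus 5 SD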;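 further: thallium influx through hERG after potassium depolarization seen as dye fluorescence rise; in these data hits start at about 4.7%; inactives centre near -7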
# SKKanGAS inh: inhibitors of SKKanGAS S. pyogenes growth in kanamycin (SK-promoter or general growth effect); BacTiter-Glo, 6 h; inhibition, % at 7.5 µM; actives 1.3% (n = 300,000); AID 1662;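 active means mean replicate score, as percent of positive control median, at least 50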;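 further: strain carries kanamycin resistance gene driven by streptokinase promoter and grows in 40 µg/ml kanamycin; loss of luminescence reflects streptokinase promoter inhibition or plain growth inhibition; 0% = median of DMSO wells and 100% = positive control at its reference dose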
# KCNK9 inh: human KCNK9 channel inhibition | HEK293 KCNK9, FluxOR thallium flux fluorescence; hits give low values | actives 1.2% (n = 310,000) | AID 488922 | B-score at 10 µM | Q9NPC2;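 active means ratio B-score over 3 SD below the library mean, with starting fluorescence within 5 SD of its mean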;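 further: negative B-score means less thallium flux so channel inhibition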
# Starred values were filed as active, the others as inactive; i = inactive; nt = not tested or not shown; & = joins results of further samples.
SMILES	KCNQ1 pot	RGS4 pot	TMEM16A act	RGS4 inh	ANO1 block	KCNK3 inh	KCNQ1 block	HDAC3 inh	hERG rescue	SKKanGAS inh	KCNK9 inh
Cc1ccc2c(c1)N(CC(=O)N1CCCC1)C(=O)c1cccnc1O2	i	i	i	i	i	i	i	-1	-4	-5	i
CCOC(=O)c1ccccc1C(=O)N1CCOCCOCCOCC1	i	i	i	i	i	i	i	-2	-4	-13	i
Cc1cc(/C=C(\C#N)C(N)=O)c(C)n1-c1ccc(N2CCOCC2)c([N+](=O)[O-])c1	i	i	i	i	i	i	i	0	-5	17	i
CN1CCN(C(=O)CCN2C(=O)/C(=C\c3ccc(Cl)cc3)SC2=S)CC1	i	i	i	i	i	i	i	-3	-11	2	i
Cc1ccc(-c2cn(-c3ccccc3)c3[n+]2CCCS3)cc1	i	i	i	i	i	i	i	-6&7	-20&-20	-2&-15	i
CS(=O)(=O)N(CC(=O)N1CCCC1)Cc1ccc(F)cc1	i	i	i	i	i	i	i	1	-6	0	i
CCC(=O)NC1=C(NC(C)c2ccccc2)C(=O)c2ccccc2C1=O (stereo not given)	i	i	i	i	i	i	i	2	-6	7	i
Cn1nnnc1SCC(=O)Nc1cc(C(F)(F)F)ccc1N1CCOCC1	i	i	i	i	i	i	i	2	-1	-4	i
Cc1ccc(NC(=O)CCC(=O)c2cccs2)c(O)c1	i	i	i	i	i	i	i	nt	-3	5	i
O=C(O)/C=C/C(=O)Nc1ccc2c(c1)NC(=O)CO2	i	i	i	i	i	i	i	6	-7	-3	i
OCCN1CCN(CCCc2c3c(cc4c2CCC4)CCC3)CC1	i	i	i	i	i	i	i	-4	-11	-1	i
Cc1cccc(N2CCN(C(=O)c3ccc(NC(=O)C4CCCO4)cc3)CC2C)c1 (stereo not given)	i	i	i	i	i	i	i	4	-4	-2	i
O=C(C1COc2ccccc2O1)N1CCc2ccccc21 (stereo not given)	i	i	i	i	i	i	i	-2	-14	2	i
Cn1c(Cn2c(=O)sc3ccccc32)nnc1SCC(=O)Nc1ccc(F)cc1	i	i	i	i	i	i	i	0	-7	-7	i
CCn1c(Cn2nnc(-c3ccccc3)n2)nnc1SCC(=O)Nc1cccc(C(C)=O)c1	i	i	i	i	i	i	i	4	-4	-2	i
Cc1nc(NS(=O)(=O)c2ccccc2)sc1C(=O)N/N=C/c1ccccc1	i	i	i	i	i	i	i	5	-9	17	i
O=C(O)c1ccc(N=C2NC(=O)C(CO)(CO)S2)cc1	i	i	i	i	i	i	i	-2	-7	-1	i
O=C(COc1ccc(S(=O)(=O)N2CCCCC2)cc1)N1CCCC1	i	i	i	i	i	i	i	-3	0	-2	i
Cc1ccc(-c2cn3nc(C)c(C)nc3n2)cc1	i	i	i	i	i	i	i	-11	-11	1	i
COc1cccc(C2CC(c3c(Cl)cccc3Cl)n3nc(N)nc3N2)c1 (stereo not given)	i	i	i	i	i	i	i	3	-10	9	i
O=C(COC(=O)CCc1ccccc1)Nc1cc(S(=O)(=O)N2CCOCC2)ccc1N1CCCC1	i	i	i	i	i	i	i	5	-11	-6	i
Cc1nonc1NC(=O)CSc1ccc(-c2ccccc2)nn1	i	i	nt	i	i	i	i	7	-13	3	i
CCCCSC1=N/C(=C/c2ccsc2)C(=O)N1c1ccccc1	i	i	i	i	i	i	i	10	-3	9	i
COc1ccc(CCNC(=O)Cn2c(=O)oc3ccccc32)cc1OC	i	i	i	i	i	i	i	5	-4	-2	i
Cc1ccc(C(=O)Nc2cccnc2)cc1S(=O)(=O)N1CCCC1	i	i	i	i	i	i	i	-12	-12	1	i
CCOC(=O)C(NC=O)(NC(C)(C)C)C(=O)OCC	i	i	i	i	i	i	i	-6	-7	-2	i
Nc1ncnc2sc3c(c12)CCNC3	i	i	i	i	i	i	i	1	-4	-2	i
Fc1ccccc1-c1nc(NCCCN2CCOCC2)c2ccccc2n1	i	i	i	i	i	i	i	nt	-20	-6	i
Cc1cc(C)n(/C(=C/N(C)C)C(=O)c2ccccc2)n1	i	i	i	i	i	i	i	1	-1	1	i
COc1ccc2c(c1)C1=NN(/C(C)=C/C(C)=O)C(c3cccc(F)c3)C1CC2 (stereo not given)	i	i	i	i	i	i	i	1	-16	1	-12*
Cc1ccccc1NS(=O)(=O)c1cccc2nonc12	i	i	i	i	i	i	i	-4	-6	0	i
CCC/C(=N/NC(=O)c1ccccc1Cl)c1ccccc1	i	i	i	i	i	i	i	0	-9	4	i
CCN(C(=O)COc1cccc2cccnc12)C1CCS(=O)(=O)C1 (stereo not given)	i	i	i	i	i	i	i	-12	-11	-1	i
Cc1ccc(S(=O)(=O)N2CN(CC3CCCO3)c3nc4ccccc4nc32)c(C)c1 (stereo not given)	i	i	i	i	i	i	i	-10	-9	6	i
COc1ccccc1NC(=O)CN(Cc1ccco1)C(=O)c1cccs1	i	i	i	i	i	i	i	1	-14	1	i
C=CCC1c2cccc(C(=O)O)c2C(=O)N1c1cccc(C)c1 (stereo not given)	i	i	i	i	i	i	i	2	-4	1	i
O=C(/C=C/c1ccco1)N1CCN(S(=O)(=O)c2ccc(F)c(F)c2F)CC1	i	i	i	i	i	i	i	17	-4	-4	i
Cc1ccnc(NS(=O)(=O)c2ccc(NC(=O)/C=C/c3ccccc3)cc2)n1	i	i	i	i	i	i	i	-3	-6	0	i
CC(C)CCN1C(=O)c2ccc(C(=O)OCn3nnc4ccccc4c3=O)cc2C1=O	i	i	i	i	i	i	i	-5	-8	18	i
CCOC(=O)Cc1csc(NC(=O)COc2cccc(C)c2)n1	i	i	i	i	i	i	i	-1	-10	-20	i
CCn1c(=O)c(C(=O)NNS(=O)(=O)c2ccc(C)cc2)c(O)c2ccccc21	i	i	i	i	i	i	i	0	-7	10	i
COc1ccc(NC(=O)CNc2cc(S(=O)(=O)N3CCOCC3)ccc2NCC2CCCO2)cc1 (stereo not given)	i	i	i	i	i	i	i	4	-13	15	i
CCc1cc(=O)oc2cc(OCC(N)=O)c(Cl)cc12	i	i	i	i	i	i	i	-1	-6	-3	i
CCc1ccc(C(=O)CCC2CCCCC2=O)cc1 (stereo not given)	i	i	i	i	i	i	i	-1	-9	2	i
O=C(Cn1c(=O)oc2ccccc21)Nc1ccc(Cl)cc1	i	i	i	i	i	i	i	-8	-9	3	i
Cn1c(=O)c(=O)n(C)c2cc(N3CCCCC3)c(NS(=O)(=O)c3ccc(Br)cc3)cc21	i	i	i	i	i	i	i	6	-9	1	i
CC(=O)Nc1ccc(NC(=O)CCCCCn2nnc3ccccc3c2=O)cc1	i	i	i	i	i	i	i	-6	-7	-2	i
O=C(OCc1ccc(F)cc1)c1ccc2ccccc2n1	i	i	i	i	i	i	i	0	-2	2	i

# Reformatted with two lines to a compound: 4 of the compounds above
# Fields: KCNQ1 pot, RGS4 pot, TMEM16A act, RGS4 inh, ANO1 block, KCNK3 inh, KCNQ1 block, HDAC3 inh, hERG rescue, SKKanGAS inh, KCNK9 inh
> CC(C)CCN1C(=O)c2ccc(C(=O)OCn3nnc4ccccc4c3=O)cc2C1=O
→ i, i, i, i, i, i, i, -5, -8, 18, i
> CCOC(=O)Cc1csc(NC(=O)COc2cccc(C)c2)n1
→ i, i, i, i, i, i, i, -1, -10, -20, i
> CCn1c(=O)c(C(=O)NNS(=O)(=O)c2ccc(C)cc2)c(O)c2ccccc21
→ i, i, i, i, i, i, i, 0, -7, 10, i
> COc1ccc(NC(=O)CNc2cc(S(=O)(=O)N3CCOCC3)ccc2NCC2CCCO2)cc1 (stereo not given)
→ i, i, i, i, i, i, i, 4, -13, 15, i

# (next part)
SMILES	KCNQ1 pot	RGS4 pot	TMEM16A act	RGS4 inh	ANO1 block	KCNK3 inh	KCNQ1 block	HDAC3 inh	hERG rescue	SKKanGAS inh	KCNK9 inh
CCN(CC)CCn1c(=O)n(-c2ccc(Cl)cc2)c(=O)c2c3c(sc21)CN(C)CC3	i	i	i	i	i	i	i	-7	-10	-7	i
CCc1ccc(OCCn2cccn2)cc1	i	i	i	i	i	i	i	5	-4	-1	i
CCc1ccccc1NC(=O)CSc1nc2c(c(-c3ccco3)c1C#N)CCCC2	i	i	i	i	i	i	i	-4	-5	-5	i
CC(C)c1cc(C(=O)NCc2cccnc2)no1	i	i	i	i	i	i	i	0	-11	-4	i
CC1(O)CC(=O)N(c2ccccc2)O1 (stereo not given)	i	i	i	i	i	i	i	-2	-12	-3	i
COCCNC(=O)Cn1c(=O)n(CCC(=O)NCCc2ccccc2)c(=O)c2ccccc21	i	i	i	i	i	i	i	-5	-12	-3	i
Cc1ccc(Oc2ncccc2CO)cc1	i	i	i	i	i	i	i	2	3	2	i
CCOc1ccc(N2CC(C(=O)NCCc3c[nH]c4ccc(OC)cc34)CC2=O)cc1 (stereo not given)	i	i	i	i	i	i	i	2	-2	-2	i
Cc1ccc(C(=O)Nc2nc3ccccc3n3nnnc23)cc1	i	i	i	i	i	i	i	-6	-5	-6	i
CCc1cc(=O)oc2c(C)c(OCC(=O)NC3CC(C)(C)NC(C)(C)C3)ccc12	i	i	i	i	i	i	i	-11	-7	2	i
CCCCC(c1nnnn1CCOC)N1CCN(C(=O)c2ccco2)CC1 (stereo not given)	i	i	i	i	nt	i	i	nt	-7	-2	i
COc1ccccc1N(C)S(=O)(=O)c1ccc(C(=O)OCC(=O)Nc2cc(C)on2)cc1	i	i	i	i	i	i	i	-4	-4	20	i
CC(=O)c1ccc(-c2ccc(C(=O)NCC(c3ccc(F)cc3)N3CCOCC3)o2)cc1 (stereo not given)	i	i	i	i	i	i	i	-22	-19	8	i
CC(C)N1CCC(N2CCN(Cc3ccc(C#CC(C)(C)O)s3)CC2CCO)CC1 (stereo not given)	i	i	i	i	i	i	i	0	-14	2	i
Cc1ccc(-c2nn(-c3ccccc3)cc2/C=N/NC(=O)c2ccc(Br)o2)cc1	nt	nt	i	nt	100*	i	nt	3	nt	38	nt
COc1ccccc1CNC(=O)CSc1ccc(-c2ccccn2)nn1	i	i	i	i	i	i	i	3	-8	-3	i

# Screening results as filed in PubChem.
